# AID2073 – disruptors of CaV2.2 binding to Mint1 – biochemical, HTRF (AID 2073). HTRF protein-protein interaction, Mint1-CaV2.2; higher % means a stronger effect. inhibition, % at 20 µM, or IC50 in µM where a hit was titrated. 290,000 compounds, 0.19% hits; in the data active = inhibition mostly above about 51%, no sharp cut-off; also: some results filed as inactive read as strong as hits
# HEK293 NOD2/NF-kB – NOD2 signaling inhibitors, cell-based, luminescence, uHTS, HEK293 (AID 1566) | HEK293 NOD2/NF-kB luciferase reporter, luminescence; higher % means a stronger effect | inhibition, % at 4 µM; hits with a dose series show EC50 in µM | 290,000 compounds, 0.63% hits; also: many of its hits are not listed in these tables
# Hep lipid drop – hepatic lipid droplet formation modulation | AML12 mouse hepatocytes, oleate lipid droplets, BODIPY imaging | inhibition, % at 6.5 µM | 240,000 compounds, 0.4% hits | AID 1656;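 active = lipid droplet intensity inhibited by at least 50%, with more than 500 cells counted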
#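 Assay system: AML12 mouse liver cells | Compound: 6.5 µM single-point dosing | Schedule: Overnight exposure | Technique: Fluorescence imaging, 20x objective, two fields per well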
# SIAH1 antagonists – Siah-1 peptide-binding antagonists, primary screen, biochemical, fluorescence polarization, rhodamine-plectin, uHTS (AID 1817); 290,000 compounds, 0.02% hits; Siah-1 / rhodamine-plectin peptide fluorescence polarization; higher % means a stronger effect; one-dose displacement, % at 20 µM; IC50 in µM for titrated hits;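 active = displacement of at least 50% at 20 µM, with a fluorescence ratio check between 0.3 and a set limit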;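 also: plate controls were Siah plus tracer with DMSO for no effect and tracer alone without Siah for full effect; strong numbers were not always called active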
# LYP phosphatase – PTPN22 lymphoid phosphatase activity blockers – biochemical, fluorescence intensity, uHTS (AID 1779) | recombinant LYP phosphatase, fluorescence intensity; higher % means a stronger effect | inhibition, % at 11.5 µM, or IC50 in µM where a hit was titrated | 290,000 compounds, 0.054% hits;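 also: plate controls were vehicle with enzyme for no effect and no enzyme for full effect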
# M17LAP inhibition – P. falciparum M17LAP inhibitors, primary screen, biochemical, fluorogenic H-Leu-NHMec substrate, 1536-well (AID 1619). inhibition, % at 30 µM, or IC50 in µM where a hit was titrated. 220,000 compounds, 0.38% hits. recombinant M17LAP, H-Leu-NHMec fluorogenic kinetic assay; higher % means a stronger effect;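 active = compound inhibiting the enzyme by more than half at any dose during confirmatory dose-response retesting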;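 also: plate controls were full reaction with DMSO carrier for no effect and no enzyme background for full effect; strong numbers were not always called active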
# P. falciparum M1AAP – malaria alanyl aminopeptidase activity blockers – biochemical, fluorogenic H-Leu-NHMec substrate, 1536-well (AID 1445) | recombinant M1AAP, H-Leu-NHMec fluorogenic kinetic assay; higher % means a stronger effect | 220,000 compounds, 0.42% hits | inhibition, % at 30 µM, or IC50 in µM where a hit was titrated;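 active = primary inhibition above the hit cutoff, then over 50% inhibition at one or more dose response concentrations, cut at about 23% in these data, passing the limit was not always enough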;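 also: plate controls were DMSO full reaction for no effect and no enzyme background for full effect; strong numbers were not always called active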
# CSM14.1 death rescue – rescue of cells from ER stress-induced death, primary screen, 384-well, CSM14.1, thapsigargin, ATP luminescence (AID 1222). CSM14.1 thapsigargin-induced death rescue, ATP luminescence; higher % means a stronger effect. 190,000 tested, under 10 active. cellular ATP content (survival), % at 20 µM; hits with a dose series show EC50 in µM;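 active = EC50 below 50 µM in the dose-response confirmation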;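 also: death triggered by thapsigargin at about 15 µM added after 2 h compound pretreatment; cell ATP read after overnight thapsigargin exposure of roughly 18 to 22 hours; normalized against plate controls of thapsigargin alone and 5% DMSO vehicle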
# XIAP antagonists – XIAP antagonists, biochemical, IAP family, fluorescence polarization (AID 1018). 200,000 compounds, 0.007% hits. XIAP BIR domain, fluorescence polarization peptide displacement; higher % means a stronger effect. one-dose displacement, % at 20 µM; IC50 in µM for titrated hits; in the data active = displacement above about 50%; also: a part of the inactive calls stands beside numbers as strong as those of hits
# Hep lipid drop cells 6.5 µM – recorded beside Hep lipid drop, whose call it bears; cell count; measured here: cell count, cytotoxicity flag;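 cells counted across two imaged fields per well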
# Starred values were filed as active, the others as inactive; / = no result given. Rule as the data show it, unless noted: active = inhibition above about 50%; inactive = the rest.
1. CN1CCN(C(=O)c2ccccc2NC(=O)COc2ccccc2Cl)CC1
2. CC1CCN(C(=O)Cn2c3ccc(F)cc3c3nc4n(c(=O)c32)CCCS4)CC1
3. Cc1cc(C)n(CC2CC(=O)N(c3ccc(C)c(Cl)c3)C2=O)n1 (stereo unspecified)
4. CCN(C(=O)c1cc2cc(OC)ccc2oc1=O)c1ccccc1
5. O=C(COc1cc(Cl)ccc1Cl)Nc1nnc(C2CC2)s1
6. CCOc1ccccc1OCCCC(=O)N1CCN(S(=O)(=O)c2cccc(F)c2)CC1
7. CCOc1ccc(C2C(C(=O)O)c3ccccc3C(=O)N2CCN2CCOCC2)cc1 (stereo unspecified)
8. COc1ccc(CCNC(=O)c2ccc(CNS(=O)(=O)c3cc(C)ccc3C)cc2)cc1OC
compound no.,1,2,3,4,5,6,7,8
AID2073,0%,4%,3%,14%,10%,3%,26%,1%
HEK293 NOD2/NF-kB,6%,30%,8%,10%,-4%,9%,-4%,20%
Hep lipid drop,5,-2,-3,-2,-18,-7,/,-3
Hep lipid drop cells 6.5 µM,737,727,676,760,789,676,/,789
SIAH1 antagonists,-1%,5%,7%,2%,-3%,2%,-2%,-3%
LYP phosphatase,-10%,-11%,-6%,-4%,-8%,2%,-4%,-1%
M17LAP inhibition,/,/,-1%,2%,/,2%,-12%,-2%
P. falciparum M1AAP,/,/,-3%,4%,/,8%,-4%,3%
CSM14.1 death rescue,/,/,-2.1%,0.4%,/,-0.7%,-3.3%,0.0%
XIAP antagonists,/,/,-2.2%,-4.1%,/,-4.9%,-2.4%,-5.0%

# Profiles, quoted from the list:
# COc1ccc(CCNC(=O)c2ccc(CNS(=O)(=O)c3cc(C)ccc3C)cc2)cc1OC in the list: AID2073 = 1%; HEK293 NOD2/NF-kB = 20%; Hep lipid drop = -3; Hep lipid drop cells 6.5 µM = 789; SIAH1 antagonists = -3%; LYP phosphatase = -1%; M17LAP inhibition = -2%; P. falciparum M1AAP = 3%; CSM14.1 death rescue = 0.0%; XIAP antagonists = -5.0%
# CCN(C(=O)c1cc2cc(OC)ccc2oc1=O)c1ccccc1 in the list: AID2073 = 14%; HEK293 NOD2/NF-kB = 10%; Hep lipid drop = -2; Hep lipid drop cells 6.5 µM = 760; SIAH1 antagonists = 2%; LYP phosphatase = -4%; M17LAP inhibition = 2%; P. falciparum M1AAP = 4%; CSM14.1 death rescue = 0.4%; XIAP antagonists = -4.1%

# Going on with the list.
9. CCCCc1nc2ccccc2c(N)c1CCC (tested in a mixture with another compound)
10. Cc1nnc(SCc2cc(=O)n3[nH]cnc3n2)s1
11. Cc1ccc(Cn2nc(C)c(NC(=O)c3nn(C)cc3Cl)c2C)cc1
12. Cc1ccc(-c2ccc(S(=O)(=O)N3CCN(C)CC3)cc2)cc1
13. Cc1cc(N2CC(C(=O)NCc3cccs3)CC2=O)ccc1C(C)C (stereo unspecified)
14. O=C(CSc1nnc(-c2ccc(F)cc2)n1CC1CCCO1)NCc1ccco1 (stereo unspecified)
15. Cc1nc(NC(=S)NC(=O)COc2ccccc2Cl)ccc1Br
16. COCCNC(=O)c1c[nH]c2cc(OC)c(OC)cc2c1=O
compound no.,9,10,11,12,13,14,15,16
AID2073,38%,2%,-3%,-4%,-5%,-1%,-18%,7%
HEK293 NOD2/NF-kB,-3%,16%,4%,7%,16%,8%,27%,20%
Hep lipid drop,-23,3,-11,/,-22,7,-4,/
Hep lipid drop cells 6.5 µM,691,692,690,/,757,836,697,/
SIAH1 antagonists,0%,3%,-7%,-1%,-2%,-5%,-3%,0%
LYP phosphatase,-12%,-8%,5%,-11%,0%,-15%,-11%,-7%
M17LAP inhibition,9%,-1%,-9%,-15%,6%,/,20%,8%
P. falciparum M1AAP,1%,0%,2%,-6%,-1%,/,4%,5%
CSM14.1 death rescue,-2.9%,-0.8%,-0.3%,-0.2%,0.4%,/,-1.3%,1.6%
XIAP antagonists,-10%,-1.4%,-0.3%,-6.7%,-9.8%,/,-9.8%,1.4%

17. Cc1cc(C)c2nc(N3CCCC(C(=O)NCCN4CCOCC4)C3)sc2c1 (stereo unspecified)
18. COc1c(C)cc(C(=O)C2CCCN(C(=O)c3snnc3C)C2)cc1C (stereo unspecified)
19. CC1CCN(Cc2nnc(-c3cccc(Br)c3)o2)CC1
20. O=C(Cn1cnc2ccccc21)N/N=C/c1ccccc1[N+](=O)[O-]
21. CC(NC(=O)Cc1ccc([N+](=O)[O-])cc1)c1ccc2c(c1)OCO2 (stereo unspecified)
22. O=C(c1c(F)cccc1F)N1CCCC(c2nc(-c3cccs3)no2)C1 (stereo unspecified)
23. COc1ccc(NC(=O)/C=C/c2ccccc2)cn1
24. Cc1nc(SCC(=O)N2CCOCC2)c2ccsc2n1
compound no.,17,18,19,20,21,22,23,24
AID2073,5%,-1%,-4%,12%,6%,10%,-3%,-7%
HEK293 NOD2/NF-kB,-1%,13%,-7%,7%,12%,-12%,-52%,16%
Hep lipid drop,/,-22,32,19,-19,8,-8,/
Hep lipid drop cells 6.5 µM,/,674,792,743,631,685,615,/
SIAH1 antagonists,11%,0%,-1%,-2%,6%,3%,3%,-4%
LYP phosphatase,-6%,-2%,-6%,-3%,-6%,-4%,2%,-6%
M17LAP inhibition,5%,-3%,/,8%,8%,/,-2%,-6%
P. falciparum M1AAP,-1%,5%,/,-5%,10%,/,-2%,3%
CSM14.1 death rescue,-1.3%,-1.3%,/,5.8%,/,/,-3.1%,3.4%
XIAP antagonists,-3.2%,-3.0%,/,-12%,/,/,-3.6%,-14%

25. CC1CCN(C2(O)C(=O)Nc3ccc(Cl)cc32)CC1 (stereo unspecified)
26. S=c1nc(C2COc3ccccc3O2)[nH][nH]1 (stereo unspecified)
27. CC(=O)Nc1ccc(C)c([N+](=O)[O-])c1
28. Cc1nc2ccc(S(=O)(=O)Nc3cccc(-c4nc5cccnc5s4)c3C)cc2s1
29. COC(=O)CSc1nnc(CCc2ccccc2)n1C
30. CCc1ccc2c(c1)C(c1ccc([N+](=O)[O-])cc1)=NNC(c1ccccc1)=N2
31. Cn1c(C(=O)O)c(CC(=O)Nc2ccccc2F)c2ccccc21
32. CCC(C)N(CCNC(=O)CC1Oc2ccc(C)cc2NC1=O)C1CCCCC1 (stereo unspecified)
compound no.,25,26,27,28,29,30,31,32
AID2073,3%,30%,1%,11%,-7%,5%,5%,-5%
HEK293 NOD2/NF-kB,10%,9%,16%,14%,2%,6%,7%,7%
Hep lipid drop,-18,10,2,-18,-1,2,/,/
Hep lipid drop cells 6.5 µM,761,714,693,655,833,706,/,/
SIAH1 antagonists,1%,3%,6%,2%,2%,4%,0%,-4%
LYP phosphatase,-8%,-2%,-6%,-1%,1%,4%,2%,-10%
M17LAP inhibition,/,5%,-3%,-3%,/,-12%,21%,8%
P. falciparum M1AAP,/,-15%,3%,6%,/,2%,6%,2%
CSM14.1 death rescue,/,-0.1%,-1.1%,1.4%,/,-2.1%,4.3%,-2.5%
XIAP antagonists,/,-6.5%,-3.2%,-13%,/,3.5%,-3.3%,-2.6%

33. CC1CCc2nn(CC(=O)NCCN3CCOCC3)cc2C1 (stereo unspecified)
34. O=C(CSc1nnc(SCc2ccc(Cl)cc2)s1)N1CCOCC1
35. CCc1[nH]nc2c1C(c1ccsc1)C(C#N)=C(N)O2 (stereo unspecified)
36. COc1c2ccccc2c(OC)c2ccccc12
37. Cc1ccc(C(=O)NC2CC(C)(C)NC(C)(C)C2)cc1Cl
38. COc1cc2[nH]c(C(=O)NCCc3ccccc3)cc2c(OC)c1OC
39. Nc1ncnc(NNC(=O)CNC(=O)c2c(F)cccc2Cl)c1[N+](=O)[O-]
40. CCCc1cc(=O)[nH]c(SCc2ccccc2)n1
compound no.,33,34,35,36,37,38,39,40
AID2073,-3%,15%,-3%,24%,-5%,24%,6%,-13%
HEK293 NOD2/NF-kB,4%,-2%,14%,-1%,-1%,20%,11%,9%
Hep lipid drop,-1,/,-4,-5,1,4,0,-7
Hep lipid drop cells 6.5 µM,526,/,752,686,867,796,651,774
SIAH1 antagonists,4%,-4%,4%,2%,-1%,1%,6%,1%
LYP phosphatase,-1%,-2%,-6%,-5%,-6%,-9%,-7%,-3%
M17LAP inhibition,6%,5%,21%,-8%,/,/,3%,-3%
P. falciparum M1AAP,-1%,9%,12%,-1%,/,/,7%,-1%
CSM14.1 death rescue,/,0.2%,2.7%,1.9%,/,/,-0.2%,3.1%
XIAP antagonists,-1.5%,-2.6%,-4.4%,-2.2%,/,/,-6.3%,-6.4%

41. CCCn1cnc2c(c1=O)c1nc3ccccc3nc1n2CCc1ccccc1
42. COc1ccc2[nH]c(=S)[nH]c2c1
43. CC(=O)c1cccc(OCc2cc(C(=O)N3CCSCC3)no2)c1
44. CN(Cc1ccncc1)C1CC(=O)N(c2ccc(Cl)cc2)C1=O (stereo unspecified)
45. CC(C)(C)c1ccc(OCC(=O)N(Cc2cccs2)C2CCS(=O)(=O)C2)cc1 (stereo unspecified)
46. COC(=O)NC1(C(F)(F)F)C(=O)Nc2c1c(=O)n(C)c(=O)n2C (stereo unspecified)
47. COc1cc(C(=O)NCCCOC(C)C)ccc1OC1CCN(C(C)=O)CC1
48. O=C(NCc1ccco1)c1cc(S(=O)(=O)N2CCCC2)ccc1Cl
compound no.,41,42,43,44,45,46,47,48
AID2073,0%,4%,-1%,2%,8%,3%,-4%,7%
HEK293 NOD2/NF-kB,-2%,3%,-69%,1%,12%,16%,4%,7%
Hep lipid drop,/,/,-2,/,13,23,3,-3
Hep lipid drop cells 6.5 µM,/,/,668,/,745,673,874,765
SIAH1 antagonists,1%,10%,-4%,-1%,-2%,6%,0%,1%
LYP phosphatase,-2%,-4%,-7%,3%,-5%,-6%,-11%,-3%
M17LAP inhibition,-1%,7%,/,-8%,/,-6%,/,/
P. falciparum M1AAP,-3%,-8%,/,-4%,/,7%,/,/
CSM14.1 death rescue,0.7%,0.7%,/,-0.9%,/,-1.4%,/,/
XIAP antagonists,-12%,-1.0%,/,-3.5%,/,0.9%,/,/

49. O=C1CS/C(=C\[N+](=O)[O-])N1c1ccccc1
50. O=C(CN1C(=O)NC2(CCCCCC2)C1=O)N1CCN(S(=O)(=O)c2ccccc2)CC1
51. N#Cc1cccc(NC(=O)CN2NS(=O)(=O)c3ccccc3C2=O)c1
52. CCCC1(c2ccccc2)NC(=O)N(CC(=O)Nc2cc(S(=O)(=O)N3CCOCC3)ccc2Cl)C1=O (stereo unspecified)
compound no.,49,50,51,52
AID2073,5%,0%,-9%,5%
HEK293 NOD2/NF-kB,7%,8%,18%,15%
Hep lipid drop,/,-5,3,-2
Hep lipid drop cells 6.5 µM,/,657,765,687
SIAH1 antagonists,0%,0%,-1%,2%
LYP phosphatase,-6%,-5%,-8%,5%
M17LAP inhibition,10%,-3%,15µM*,-7%
P. falciparum M1AAP,4%,4%,0%,-2%
CSM14.1 death rescue,-1.4%,0.1%,-0.8%,-0.4%
XIAP antagonists,0.8%,-5.1%,-4.7%,-2.6%

# Some of the compounds tested, so the mix of outcomes need not match the whole.
